Mcl1 Noxa PPI: Mcl-1/Noxa binding inhibitors, primary screen, biochemical, TR-FRET, 1536-well. TR-FRET Mcl-1/Noxa peptide binding, 2 h. inhibition, % at 21.7 µM. 220,000 compounds, 1.5% hits;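 active = compounds that cut the protein-peptide binding signal by more than 50% relative to plate controls in a single-dose test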;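 also: His-tagged Mcl-1 with rhodamine Noxa BH3 peptide and terbium anti-His antibody; 0% = Mcl-1 plus Noxa peptide wells and 100% = peptide-only wells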
Target sequence (Q07820 whole entry, looked up): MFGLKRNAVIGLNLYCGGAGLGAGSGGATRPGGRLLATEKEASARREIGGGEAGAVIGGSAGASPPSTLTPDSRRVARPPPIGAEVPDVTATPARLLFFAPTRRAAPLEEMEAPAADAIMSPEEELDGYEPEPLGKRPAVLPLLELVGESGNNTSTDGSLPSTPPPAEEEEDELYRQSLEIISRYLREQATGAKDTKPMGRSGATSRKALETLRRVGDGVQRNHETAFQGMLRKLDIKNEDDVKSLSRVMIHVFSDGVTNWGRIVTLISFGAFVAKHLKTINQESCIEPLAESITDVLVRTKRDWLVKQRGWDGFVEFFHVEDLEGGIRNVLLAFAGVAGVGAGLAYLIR
Pf gamet viab: late stage P. falciparum gametocyte viability inhibitors, primary screen, ATP luminescence, HTS | P. falciparum stage V gametocytes, 24 h | inhibition, % at 10.9 µM | 150,000 compounds, 0.065% hits | AID 743093, 2013;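 active = inhibition above the mean plus 3 SD of compounds within the control limits, set per campaign, cut at about 38% in these data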;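 also: 0% = DMSO wells and 100% = medium only without gametocytes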
Rab7 wt modul: modulators of GTP binding to Rab7, primary screen, biochemical, wildtype, multiplex bead flow cytometry | Rab7 GTPase wild type (dog), Bodipy-FL-GTP binding | GTP binding activity (percent of control), % at 10 µM | 190,000 compounds, 0.055% hits | GST-Rab7 beads, fluorescent GTP binding; actives lie on both sides; untreated = 100%, excess cold GTP = 0% | AID 758, 2007;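 active = fluorescent GTP binding to Rab7 beads changed by at least 20 points from the 100% baseline, either direction, mostly lower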;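 also: median green fluorescence of bound Bodipy-FL-GTP per Rab7 bead population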
GSH bead fluor: compound fluorescence on glutathione beads, profiling panel, artefact control, biophysical, 488/530 nm, flow cytometry | GSH beads flow cytometry, compound fluorescence 488/530 nm; active compounds read high | fluorescence (KMESF) at 10 µM | 190,000 compounds, 0.25% hits; in the data active = fluorescence above about 89;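 also: glutathione beads carrying GST-tagged Bcl family fusion proteins plus one bare bead set; values are compound well signal with DMSO vehicle wells as background; inactives centre near 16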
Rab2A wt mod: modulators of GTP binding to Rab2A wildtype, primary screen, biochemical, dog, bead-based flow cytometry, multiplex. Ras-related protein Rab-2A (Canis lupus familiaris), P61105. GST-Rab2 wt beads, Bodipy-GTP binding. GTP binding activity, % at 10 µM. 190,000 compounds, 0.19% hits;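 active = GTP binding activity at least 20 points away from 100%, either lowered or raised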;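 also: 0% = beads with excess unlabeled GTP and 100% = no-compound control corrected for plate trend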
Avidin fluor: green autofluorescence of compounds with avidin beads – biophysical, 488/530 nm, flow cytometry, artefact control, profiling panel | compound fluorescence 488/530 nm; active compounds read high | fluorescence (KMESF) at 10 µM | 220,000 compounds, 0.38% hits; in the data active = fluorescence above about 47; also: inactives centre near 10
HRas wt GTP bind: modulators of GTP binding to HRas wildtype, primary screen, biochemical, bead-based flow cytometry, multiplex. 190,000 compounds, 0.14% hits. GTPase HRas (Homo sapiens), P01112. GTP binding activity, % at 10 µM. GST-Ras wt beads, Bodipy-FL-GTP binding; actives lie on both sides;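 active = GTP binding activity at least 20% away from the 100% baseline, either lowered as inhibitor or raised as activator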;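 also: 0% = unlabeled GTP competition control and 100% = no-compound control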
Target sequence (P01112 whole entry, looked up): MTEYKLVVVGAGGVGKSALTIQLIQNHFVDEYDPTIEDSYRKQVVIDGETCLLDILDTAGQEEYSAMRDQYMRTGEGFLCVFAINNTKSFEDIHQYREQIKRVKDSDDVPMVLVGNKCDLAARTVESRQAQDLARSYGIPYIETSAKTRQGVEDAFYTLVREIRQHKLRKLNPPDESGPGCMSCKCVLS
Rac1 wt GTP bind: wildtype Rac1 GTP binding modulators, primary screen, biochemical, GST-Rac1 beads, flow cytometry, multiplex; 190,000 compounds, 0.27% hits; GTP binding activity (% of control), % at 10 µM; fluorescent GTP binding; actives lie on both sides; 0 = cold GTP competed, 100 = untreated; Ras-related C3 botulinum toxin substrate 1 (Homo sapiens), P63000;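 active = GTP binding activity at least 20 points away from the 100% control level, either lower or higher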
Mcl1-Bid inh: Mcl-1/Bid binding inhibitors, primary screen, biochemical, TR-FRET, 1536-well | Induced myeloid leukemia cell differentiation protein Mcl-1 (Homo sapiens), Q07820 | TR-FRET Mcl-1/Bid-Dy647 peptide binding | inhibition, % at 21.7 µM | 220,000 compounds, 0.97% hits | AID 1021, 2008;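 active = compounds that cut the binding signal by more than half at the single screening dose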;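 also: His-tagged Mcl-1 with europium anti-His antibody binding Bid BH3 peptide; 0% = Mcl-1 plus peptide wells and 100% = peptide-only wells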
Rac1 mut GTP: GTP binding modulators of activated mutant Rac1, primary screen, biochemical, bead-based flow cytometry, multiplex, fluorescent GTP; Ras-related C3 botulinum toxin substrate 1 (Homo sapiens), P63000; GST-Rac1 activated beads; actives lie on both sides; 100% means binding = to untreated wells; percent activity (GTP binding), % at 10 µM; 190,000 compounds, 0.11% hits; AID 764, 2007;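 active = GTP binding at least 20 percentage points away from the 100% baseline, in either direction, so actives lie on both sides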
Cdc42 wt: modulators of GTP binding to wildtype Cdc42, primary screen, biochemical, multiplex bead flow cytometry, Bodipy-GTP | GST-Cdc42 beads; actives lie on both sides | percent activity (GTP binding), % at 10 µM | Cell division control protein 42 homolog (Homo sapiens), P60953 | 190,000 compounds, 0.2% hits;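 active = percent activity GTP binding at least 20 points away from the 100% baseline, either down as inhibitor or up as activator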;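 also: median bead fluorescence of bound Bodipy-FL-GTP at 100 nM; 0% = excess unlabeled GTP control and 100% = no compound control; below 100% means less GTP binding so inhibitor and above means activator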
Target sequence (P60953 whole entry, looked up): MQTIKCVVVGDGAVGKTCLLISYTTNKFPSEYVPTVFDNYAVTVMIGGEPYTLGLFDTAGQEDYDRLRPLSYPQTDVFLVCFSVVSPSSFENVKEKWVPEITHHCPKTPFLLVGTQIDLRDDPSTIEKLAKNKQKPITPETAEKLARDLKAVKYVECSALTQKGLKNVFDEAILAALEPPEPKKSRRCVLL
* hit, by the source's call. Compounds as they come; 3% or so of the library scored in one or more.

For CC(Sc1ccccc1)C(=O)N(CCC#N)Cc1cccnc1 (centres undefined) the results were Mcl1 Noxa PPI 2, Pf gamet viab 23, Rab7 wt modul 100, GSH bead fluor 13, Rab2A wt mod 97, Avidin fluor 9, HRas wt GTP bind 99, Rac1 wt GTP bind 101, Mcl1-Bid inh -7, Rac1 mut GTP 98 and Cdc42 wt 100.
c1ccc(-c2csc(NC3=NCCCCC3)n2)cc1 was read as Mcl1 Noxa PPI 11, Pf gamet viab -9, Rab7 wt modul 96, GSH bead fluor 9, Rab2A wt mod 97, Avidin fluor 13, HRas wt GTP bind 100, Rac1 wt GTP bind 103, Mcl1-Bid inh -5, Rac1 mut GTP 101 and Cdc42 wt 103.
For O=C(CCSc1ccccc1)Nc1ncccn1 the results were Mcl1 Noxa PPI 7, Pf gamet viab 5, Rab7 wt modul 99, GSH bead fluor 24, Rab2A wt mod 100, Avidin fluor 12, HRas wt GTP bind 102, Rac1 wt GTP bind 105, Mcl1-Bid inh -14, Rac1 mut GTP 101 and Cdc42 wt 104.
For OC(c1nnc(-c2ccccc2)o1)c1cccs1 (centres undefined) the results were Mcl1 Noxa PPI 8, Rab7 wt modul 96, GSH bead fluor 12, Rab2A wt mod 99, Avidin fluor 13, HRas wt GTP bind 99, Rac1 wt GTP bind 102, Mcl1-Bid inh -3, Rac1 mut GTP 97 and Cdc42 wt 98.
CCOC(=O)c1ccccc1NC(=S)N1CC(C)CC(C)C1 (centres undefined) was read as Mcl1 Noxa PPI 3, Pf gamet viab 2, Rab7 wt modul 100, GSH bead fluor 9, Rab2A wt mod 100, Avidin fluor 6, HRas wt GTP bind 97, Rac1 wt GTP bind 102, Mcl1-Bid inh -28, Rac1 mut GTP 98 and Cdc42 wt 103.
`COc1ccc(Nc2nc(-c3ccc4c(c3)NC(=O)CO4)cs2)cc1` gave Mcl1 Noxa PPI 29, Rab7 wt modul 94, GSH bead fluor 14, Rab2A wt mod 95, Avidin fluor 8, HRas wt GTP bind 95, Rac1 wt GTP bind 96, Mcl1-Bid inh -28, Rac1 mut GTP 97 and Cdc42 wt 95.
Screening Cc1ccc(/C=N/NC(=S)N2CCOCC2)cc1 returned Mcl1 Noxa PPI -53, Rab7 wt modul 100, GSH bead fluor 4, Rab2A wt mod 99, Avidin fluor 3, HRas wt GTP bind 98, Rac1 wt GTP bind 103, Mcl1-Bid inh -76, Rac1 mut GTP 99 and Cdc42 wt 101.
CCCS(=O)(=O)N1CCN(C2CCC(C)CC2)CC1 (centres undefined) was read as Mcl1 Noxa PPI 35, Pf gamet viab -1, Rab7 wt modul 97, GSH bead fluor 17, Rab2A wt mod 96, Avidin fluor 10, HRas wt GTP bind 99, Rac1 wt GTP bind 103, Mcl1-Bid inh 31, Rac1 mut GTP 96 and Cdc42 wt 98.
`Cc1cc(C)cc(NC(=O)C2CCN(c3nc(C)cc(C)n3)CC2)c1` gave Mcl1 Noxa PPI -12, Pf gamet viab 9, Rab7 wt modul 98, GSH bead fluor 41, Rab2A wt mod 99, Avidin fluor 7, HRas wt GTP bind 101, Rac1 wt GTP bind 104, Mcl1-Bid inh -45, Rac1 mut GTP 101 and Cdc42 wt 102.
For Cc1cc(NCCCn2ccnc2)n2nc(C)c(-c3ccc(Cl)cc3)c2n1 the results were Mcl1 Noxa PPI -45, Pf gamet viab 11, Rab7 wt modul 102, GSH bead fluor 26, Rab2A wt mod 106, Avidin fluor 13, HRas wt GTP bind 107, Rac1 wt GTP bind 105, Mcl1-Bid inh -72, Rac1 mut GTP 103 and Cdc42 wt 107.
For CCCCN1CC(O)=C(c2nc3ccccc3s2)C1=N the results were Mcl1 Noxa PPI -6, Rab7 wt modul 95, GSH bead fluor 25, Rab2A wt mod 95, Avidin fluor 110*, HRas wt GTP bind 97, Rac1 wt GTP bind 99, Mcl1-Bid inh -22, Rac1 mut GTP 98 and Cdc42 wt 98.
Screening CC(C)(C)c1ccc(S(=O)(=O)n2c(CN3CCOCC3)nc3ccccc32)cc1 returned Mcl1 Noxa PPI 13, Rab7 wt modul 101, GSH bead fluor 13, Rab2A wt mod 98, Avidin fluor 14, HRas wt GTP bind 103, Rac1 wt GTP bind 108, Mcl1-Bid inh -36, Rac1 mut GTP 100 and Cdc42 wt 103.
For CC(=O)c1ccc(N2C(=O)C3C(C2=O)C(C(=O)c2ccc(Cl)cc2)N2CCCC32)cc1 (centres undefined) the results were Mcl1 Noxa PPI 10, Pf gamet viab 6, Rab7 wt modul 97, GSH bead fluor 11, Rab2A wt mod 98, Avidin fluor 24, HRas wt GTP bind 98, Rac1 wt GTP bind 96, Mcl1-Bid inh -91, Rac1 mut GTP 95 and Cdc42 wt 99.
`COC(=O)c1c(NC(=O)CCCC(=O)O)sc(C)c1C` gave Mcl1 Noxa PPI 11, Rab7 wt modul 99, GSH bead fluor 40, Rab2A wt mod 99, Avidin fluor 12, HRas wt GTP bind 99, Rac1 wt GTP bind 101, Mcl1-Bid inh -32, Rac1 mut GTP 96 and Cdc42 wt 103.
`O=C(O)CC1C(=O)NCCN1C/C=C/c1ccccc1` (centres undefined) gave Mcl1 Noxa PPI -2, Rab7 wt modul 103, GSH bead fluor 21, Rab2A wt mod 102, Avidin fluor 8, HRas wt GTP bind 100, Rac1 wt GTP bind 108, Mcl1-Bid inh -27, Rac1 mut GTP 101 and Cdc42 wt 101.
Cc1ccc(C2NC(=O)NC(O)(C(F)(F)F)C2C(=O)c2ccccc2)o1 (centres undefined) was read as Mcl1 Noxa PPI -14, Pf gamet viab -29, Rab7 wt modul 103, GSH bead fluor 75, Rab2A wt mod 100, Avidin fluor 5, HRas wt GTP bind 102, Rac1 wt GTP bind 106, Mcl1-Bid inh -6, Rac1 mut GTP 99 and Cdc42 wt 100.
Screening Cc1ccc2nc(-c3cccc(NC(=O)c4ccc5c(c4)OCCO5)c3)oc2c1 returned Mcl1 Noxa PPI 8, Pf gamet viab 12, Rab7 wt modul 91, GSH bead fluor 35, Rab2A wt mod 92, Avidin fluor 2, HRas wt GTP bind 90, Rac1 wt GTP bind 91, Mcl1-Bid inh 30, Rac1 mut GTP 90 and Cdc42 wt 89.
Screening Cc1cccc(-c2ccc(C=Nc3c(C)n(C)n(-c4ccccc4)c3=O)o2)c1 returned Mcl1 Noxa PPI 5, Pf gamet viab -4, Rab7 wt modul 99, GSH bead fluor 6, Rab2A wt mod 100, Avidin fluor 16, HRas wt GTP bind 99, Rac1 wt GTP bind 98, Mcl1-Bid inh -57, Rac1 mut GTP 101 and Cdc42 wt 97.
CC1CCN(CC(=O)Nc2cccc(Cl)c2)CC1 was read as Mcl1 Noxa PPI 7, Pf gamet viab -2, Rab7 wt modul 99, GSH bead fluor 14, Rab2A wt mod 101, Avidin fluor 10, HRas wt GTP bind 98, Rac1 wt GTP bind 98, Mcl1-Bid inh -7, Rac1 mut GTP 95 and Cdc42 wt 108.
`COc1ccc(-c2csc(N=C(N)N)n2)cc1` gave Mcl1 Noxa PPI 17, Pf gamet viab -11, Rab7 wt modul 90, GSH bead fluor 10, Rab2A wt mod 95, Avidin fluor 8, HRas wt GTP bind 94, Rac1 wt GTP bind 93, Mcl1-Bid inh -23, Rac1 mut GTP 94 and Cdc42 wt 95.
For COC(=O)c1ccc(CNC(=O)COC(=O)C2CC3C=CC2C3)cc1 (centres undefined) the results were Mcl1 Noxa PPI -12, Pf gamet viab 11, Rab7 wt modul 107, GSH bead fluor 18, Rab2A wt mod 100, Avidin fluor 10, HRas wt GTP bind 101, Rac1 wt GTP bind 99, Mcl1-Bid inh -34, Rac1 mut GTP 97 and Cdc42 wt 97.
COc1cc2[nH]c(=S)nc(NC3CCCC3)c2cc1OC was read as Mcl1 Noxa PPI 21, Rab7 wt modul 74*, GSH bead fluor 7, Rab2A wt mod 60*, Avidin fluor 25, HRas wt GTP bind 60*, Rac1 wt GTP bind 51*, Mcl1-Bid inh -26, Rac1 mut GTP 70* and Cdc42 wt 58*.
Screening CNc1ccccc1C(=O)OCC(=O)c1ccc(F)cc1 returned Mcl1 Noxa PPI 10, Pf gamet viab 7, Rab7 wt modul 104, GSH bead fluor 20, Rab2A wt mod 100, Avidin fluor 3, HRas wt GTP bind 98, Rac1 wt GTP bind 97, Mcl1-Bid inh -30, Rac1 mut GTP 94 and Cdc42 wt 97.
COc1ccc(NC(=O)CSc2ccc(NC(C)=O)cc2)cc1S(=O)(=O)N1CCCCC1 was read as Mcl1 Noxa PPI 4, Pf gamet viab -21, Rab7 wt modul 100, GSH bead fluor 23, Rab2A wt mod 99, Avidin fluor 74*, HRas wt GTP bind 101, Rac1 wt GTP bind 103, Mcl1-Bid inh -2, Rac1 mut GTP 98 and Cdc42 wt 101.
For Cc1ccc(/C=C/C(=O)c2ccccc(=O)c2O)c(C)c1 the results were Mcl1 Noxa PPI -48, Pf gamet viab -18, Rab7 wt modul 106, GSH bead fluor 13, Rab2A wt mod 94, Avidin fluor 1, HRas wt GTP bind 98, Rac1 wt GTP bind 100, Mcl1-Bid inh 23, Rac1 mut GTP 93 and Cdc42 wt 93.
`Cc1ccc(S(=O)(=O)CCC(=O)N2CCc3ccccc32)cc1` gave Mcl1 Noxa PPI 0, Rab7 wt modul 98, GSH bead fluor 33, Rab2A wt mod 95, Avidin fluor 11, HRas wt GTP bind 99, Rac1 wt GTP bind 99, Mcl1-Bid inh -15, Rac1 mut GTP 95 and Cdc42 wt 98.
`CC(C)c1ccc(/C=C/C(=O)NNC(=O)c2cccnc2)cc1` gave Mcl1 Noxa PPI 8, Pf gamet viab -17, Rab7 wt modul 93, GSH bead fluor 8, Rab2A wt mod 96, Avidin fluor 13, HRas wt GTP bind 98, Rac1 wt GTP bind 105, Mcl1-Bid inh -40, Rac1 mut GTP 102 and Cdc42 wt 100.
